Source: PubChem BioAssay (The Scripps Research Institute Molecular Screening Center)
MITF inh: MITF inhibitors, primary screen, biochemical, AlphaScreen, human. AlphaScreen MITF homodimerization, bead proximity signal. inhibition, % at 2.6 µM. hit rate 0.91% among 650,000. AID 1259374, 2018; in the data active means inhibition above about 50%;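 further: 0% = vehicle wells with protein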
FBW7 activator: FBW7 E3 ligase activators, primary screen, biochemical, AlphaScreen, human; AlphaScreen FBW7–phospho-cyclin E peptide binding, activator screen; normalized activity (activation), % at 26.1 µM; AID 1259310, 2017; F-box/WD repeat-containing protein 7 (Homo sapiens), Q969H0; hit rate 0.13% among 650,000; in the data active means normalized activity above about 1.9%;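 further: purified mutant Fbw7 with reduced substrate affinity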
Target sequence (Q969H0 whole entry, looked up): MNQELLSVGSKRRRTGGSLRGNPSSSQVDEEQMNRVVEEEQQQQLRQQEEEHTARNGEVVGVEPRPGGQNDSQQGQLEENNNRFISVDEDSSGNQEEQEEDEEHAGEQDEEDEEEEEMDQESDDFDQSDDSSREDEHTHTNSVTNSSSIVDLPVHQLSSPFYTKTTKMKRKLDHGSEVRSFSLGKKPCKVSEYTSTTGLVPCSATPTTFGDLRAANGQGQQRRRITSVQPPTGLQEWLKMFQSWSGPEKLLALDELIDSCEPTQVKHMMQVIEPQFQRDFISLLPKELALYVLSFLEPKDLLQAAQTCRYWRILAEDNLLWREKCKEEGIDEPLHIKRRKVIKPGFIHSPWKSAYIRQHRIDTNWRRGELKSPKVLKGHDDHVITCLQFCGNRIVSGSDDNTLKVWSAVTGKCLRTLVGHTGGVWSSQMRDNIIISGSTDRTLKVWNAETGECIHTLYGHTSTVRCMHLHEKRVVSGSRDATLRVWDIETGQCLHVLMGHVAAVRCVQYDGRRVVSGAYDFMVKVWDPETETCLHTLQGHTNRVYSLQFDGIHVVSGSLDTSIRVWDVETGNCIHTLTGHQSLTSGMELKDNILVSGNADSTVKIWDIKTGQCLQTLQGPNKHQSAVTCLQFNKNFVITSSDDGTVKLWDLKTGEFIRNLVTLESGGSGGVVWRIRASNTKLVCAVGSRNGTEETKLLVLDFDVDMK
TEAD-YAP inh: TEAD-YAP interaction inhibition, primary screen, TEAD-YAP interaction inhibitor project, luminescence, HEK-TIYL cells. TEAD-Gal4/YAP UAS-luciferase luminescence. inhibition, % at 9.12 µM. hit rate 1.4% among 640,000. AID 1259422, 2018; in the data active means inhibition above about 32%;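 further: 0% = median of test compound wells and 100% = reference inhibitor wells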
GPR151 ag: activators of human GPR151, primary screen, cell-based, PathHunter beta-arrestin, luminescence; G-protein coupled receptor 151 (Homo sapiens), Q8TDV0; PathHunter beta-arrestin GPR151 cells; activation, % at 11.2 µM; hit rate 1% among 650,000; in the data active means activation above about 4.9%;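 further: 0% = median of compound wells and 100% = cells with positive control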
* hit, by the source's call; & = joins results of further samples; ! = repeats disagree.

entry	Compound	MITF inh	FBW7 activator	TEAD-YAP inh	GPR151 ag
1	O=C(NC1CCCC1)c1cccnc1Cl	-18	0.4	-8	-0.9
2	O=C1/C(=C/c2cccnc2)NC(=S)N1c1ccccc1	-2	0.2	3	2.3
3	COC(=O)CSc1nc(N)c2c(C)c(C)sc2n1	-9	0.0	-30	2.3
4	COc1ccc(OC)c(NC(=O)CN(CCc2ccccc2)S(=O)(=O)c2ccccc2)c1	14	1.2	0	0.4
5	Cc1cc(C)c(NC(=O)NC(=O)c2cccc(C(F)(F)F)c2)c(C)n1	16	0.0	7	0.4
6	COc1ccc(CCNC(=O)C(=O)NC(C)C(c2cccs2)N2CCN(C)CC2)cc1 (stereo unspecified)	10	0.1	6	0.2
7	COCCCNC(=O)c1ccc2c(c1)ncn2-c1ccc(OC)cc1	8	0.1	5	0.5
8	COc1ccc(-n2cc(-c3ccccc3)c3c(N4CCCC(C)C4)ncnc32)cc1 (stereo unspecified)	14	0.3	8	-2.1
9	c1cncc(CNc2ccn3ncc(-c4cccc5ccccc45)c3n2)c1	8	0.1	-8	0.2
10	COc1cc(NC(=O)c2noc(C(C)C)c2[N+](=O)[O-])cc(OC)c1OC	-6	0.1	-1	-0.8
11	COc1ccc(C2=CC(=Nc3c(C)n(C)n(-c4ccccc4)c3=O)C(=O)O2)cc1	-2	-0.1	-9	-0.4
12	CCC(CO)Nc1ccc2ncc(-c3ccc(CCC(=O)O)cc3)n2n1 (stereo unspecified)	16	1.1	-8	-1.0
13	N#C/C(C(N)=O)=C1\Oc2c(cc(O)cc2-c2ccccc2)S1	6	0.5	37*	0.2
14	COC(=O)c1ccc(/C=N/n2c(-c3ccccc3)n[nH]c2=S)cc1	1	-0.2	11	-0.6
15	CCCCn1c2c(c(=O)n(C)c1=O)C(c1ccc(OC)cc1)N1CCCCCC1=N2 (stereo unspecified)	-6	-0.1	-4	0.9
16	O=C(O)c1ccccc1C(=O)NCc1ccccc1Cl	2	-0.3	-4	-1.3
17	CCOC(=O)C1C(c2ccc(OC)cc2)NC(=S)NC1(O)C(F)(F)F (stereo unspecified)	-15	0.0	1	-0.4
18	O=C(CNS(=O)(=O)c1ccc(Cl)c(Cl)c1)OCc1cccc([N+](=O)[O-])c1	11	0.6	1	0.5
19	N/C(=N\OC(=O)Cc1ccccc1[N+](=O)[O-])c1cccc(Br)c1	-1	0.0	-8	3.6
20	O=C(NC1CC1)c1ccc(CSc2nc(-c3cccc(Br)c3)cs2)o1	7	0.0	-13	-0.1
21	COC(=O)c1ccc(S(=O)(=O)N(CCO)Cc2cc3c(C)cc(C)cc3[nH]c2=O)cc1	-4	0.2	5	-1.3
22	CN(C)/C=N/c1ncc(C(=O)c2ccc(Cl)cc2)s1	-3	0.2	-23	-1.3
23	c1csc(C2CCCN2c2nncc(-c3ccc4c(c3)OCO4)n2)n1 (stereo unspecified)	13	0.6	-11	3.3
24	CCCc1cc(=O)[nH]c2nnc(SCC(=O)Nc3ccccc3OC)n12	11	0.5	-1	-1.7
25	COC(=O)COc1ccc(/C=C(/C#N)C(=O)Nc2ccc(OC)cc2)cc1	2	0.1	-3	-0.7
26	CN(C)CCNC(=O)C1CCN(S(=O)(=O)N2CCOCC2)CC1	11	0.2	1	1.8
27	CC(C)N(C(=O)c1ccc2snnc2c1)C(C)C	4	-0.1	2	-1.4
28	Cn1c(=O)c2cc(N3CCOCC3)nnc2n(C)c1=O	-2	0.7	6	-0.1
29	COc1ccc(-c2nnc(SCC(=O)NC(=O)NC(C)(C)C)o2)cc1	2	-0.1	1	0.5
30	CCCC1(C2CCN(Cc3ccc(C)o3)CC2)NC(=O)N(CC2CCCO2)C1=O (stereo unspecified)	11	0.3	-6	-1.0
31	N#C/C(=C\c1ccccc1[N+](=O)[O-])c1nc(-c2ccc(Cl)c(Cl)c2)cs1	-4	-0.1	4	-1.3
32	COc1ccc(S(=O)(=O)NCCCN(C)C)cc1N(C)S(=O)(=O)c1ccccc1	-8	0.1	-11	-0.2
33	CCOc1ccc(NC(=O)CCCOc2ccc(OC)cc2)cc1	-3	-0.2	-1	-1.7
34	O=C(CNC(=O)c1ccc(Br)o1)OCC(=O)c1ccc2ccccc2c1	-2	0.0	11	-1.2
35	COc1cc(/C=C(\C#N)C(=O)Nc2ccc(O)cc2)cc(Cl)c1O	3	0.0	54*	0.5
36	CN1CCN(c2cc(OCCNS(=O)(=O)c3cccc(Cl)c3Cl)ncn2)CC1	-4	0.2	-5	-0.3

Quoted at random: 4 records from the list.
entry	Compound	MITF inh	FBW7 activator	TEAD-YAP inh	GPR151 ag
27	CC(C)N(C(=O)c1ccc2snnc2c1)C(C)C	4	-0.1	2	-1.4
28	Cn1c(=O)c2cc(N3CCOCC3)nnc2n(C)c1=O	-2	0.7	6	-0.1
34	O=C(CNC(=O)c1ccc(Br)o1)OCC(=O)c1ccc2ccccc2c1	-2	0.0	11	-1.2
31	N#C/C(=C\c1ccccc1[N+](=O)[O-])c1nc(-c2ccc(Cl)c(Cl)c2)cs1	-4	-0.1	4	-1.3

Following part.
entry	Compound	MITF inh	FBW7 activator	TEAD-YAP inh	GPR151 ag
37	CC(C)CCNC(=O)CN1C(=O)NC2(CCCC2)C1=O	-3	0.0	-3	-0.8
38	O=C(CSc1nnc(Nc2ccccc2)s1)c1ccc(Cl)s1	4	-0.1	1	2.1
39	O=C(Nc1ccccc1)c1cc(S(=O)(=O)Nc2cccc(Cl)c2)ccc1Br	-1	0.1	0	-0.9
40	CCOC(=O)C(=O)N1CCN(c2nc(-c3ccc(Cl)cc3)cs2)CC1	-11	-0.1	0	-0.6
41	CC1(C)OC(=O)C(=CNCCc2ccc(Cl)cc2)C(=O)O1	-7	0.2	-4	0.3
42	Cc1nn(C(=O)CNS(=O)(=O)c2ccc(Cl)cc2)c(C)c1Sc1ccc(Cl)cc1	5	-1.1	-14	1.3
43	Cc1ccc(NC(=O)CNS(=O)(=O)c2ccc(Br)cc2)cc1	8	0.0	1	1.9
44	O=C(O)C(c1ccccc1)N1C(=O)/C(=C/c2ccncc2)SC1=S (stereo unspecified)	16	-0.1	-20	-0.9
45	CS(=O)(=O)N(CC(N)=O)c1ccc(Cl)c(Cl)c1	1	0.2	-4	0.4
46	COc1ccc(OCCCn2cnc3ccccc3c2=O)cc1	15	0.3	-38	0.0
47	O=C(O)CN1C(=O)S/C(=C\c2c(Cl)cccc2Cl)C1=O	19	0.4	9	-0.1
48	CCOc1cc(CC(=O)N[C@@H](CC(C)C)c2ccccc2N2CCCCC2)ccc1C(=O)O	-4&11	0.4&0.3	5	7.1*!
49	CCCNc1nc(OC(C(F)(F)F)C(F)(F)F)nc(N2CCNCC2)n1	-7	0.0	7	0.8
50	COc1ccc2c(c1)NC(=O)CC(c1ccccc1)=N2	-5	0.0	-16	1.5
51	COc1ccc(CC(=O)Nc2nnc(-c3cc(C)nn3C)o2)cc1C	-2	-0.9	3	1.9
52	Cc1nn2c(=O)/c(=C/c3ccc(-c4cccc(Cl)c4)o3)sc2nc1=O	-5	0.0	-3	-1.0
53	CC(C)c1ccc(C(=O)NC(=S)NCc2cccnc2)cc1	12	-0.1	14	0.2
54	O=C(O)c1ccc(NC2=C/C(=N/S(=O)(=O)c3cccs3)c3ccccc3C2=O)cc1	7	-0.4	-11	-2.4
55	O=C(COc1ccccc1Cl)Nc1ccc(CN2CCOCC2)cc1	16	0.7	0	-2.1
56	COC(=O)c1cc(C)sc1NC(=O)c1ccco1	1	0.0	6	-0.7
57	Cn1c(Nc2nc(Nc3ccccc3)c3ncn(Cc4ccc(C(F)(F)F)cc4)c3n2)nc2ccccc21	15	0.2	-3	2.0
58	Cc1ccc(Nc2cc(C)nc3ncnn23)c(Cl)c1	-3	0.3	18	1.8
59	O=C(CSc1nc2ccccc2c(=O)n1-c1ccc(F)cc1)NCc1ccccc1	-11	0.1	6	-1.5
60	COc1ccc(NC(=O)CSc2n[nH]c(-c3ccccc3O)n2)c([N+](=O)[O-])c1	3	-0.1	21	0.6
61	S=c1nc(NCCN2CCCC2)c2ccccc2[nH]1	9	-0.1	-1	-0.6
62	O=C(CNC(=O)Cc1ccc(Cl)cc1)NCc1ccco1	2	-0.1	1	-1.1
63	Cc1ccccc1OCCN1CCNC1=S	14	-0.1	0	0.2
64	CC1=C(C(=O)OCCC(C)C)C(c2ccc(N(C)C)cc2)NC(=O)N1 (stereo unspecified)	1	-0.2	2	0.0
65	Cc1ccc(C(=O)NCc2nsc(=NC(=Nc3ccccc3)c3ccccc3)n2Cc2ccccc2)cc1	5	-0.1	-9	1.3
66	COc1ccccc1N=C(NN)c1ccc2ccccc2n1	10	0.0	-32	-0.3
67	O=C(CCN1C(=O)COc2ccccc21)NC1CC1	11	0.4	1	1.1
68	CCOc1cccc(OCCCNCCO)c1	1	0.1	0	-0.1
69	COc1ccc(NC(=O)C2C3NC(=S)N(c4ccccc4)C2(C)Oc2ccc(OC)cc23)cc1 (stereo unspecified)	12	-0.7	11	-0.3
70	O=S(=O)(c1ccc(-c2csc(Nc3ccc(F)cc3)n2)cc1)N1CCOCC1	1	-0.2	12	1.9
71	CC(=O)c1ccc(NS(=O)(=O)c2ccc(-n3cccn3)cc2)cc1	3	0.0	-1	0.5
72	CCN=C1SC(CC(=O)Nc2cccc(OC)c2)C(=O)N1CC (stereo unspecified)	24	0.8	-2	-0.6
73	CCOC(=O)C1CCCN(c2c(N3CCC(N4CCCCC4)CC3)c(=O)c2=O)C1 (stereo unspecified)	0	-0.2	-2	3.0
74	O=C(NCc1nc2ccccc2[nH]1)c1csc(Nc2ccccc2)n1	5	0.2	-11	-2.0
75	CCCN(CCC)CC(=O)C12CC3CC(C1)CC(c1ccc(C)cc1)(C3)C2	8	-0.1	3	0.2
76	COCCNC(=S)N(Cc1ccccc1)c1ccccc1	-7	0.0	4	-1.1
77	Cc1ccc(-c2nc3ncccc3o2)cc1NC(=S)NC(=O)c1cccs1	1	-0.2	-8	-0.9
78	O=C(Nc1cccc(F)c1)c1ccc(Br)c(S(=O)(=O)N2CCCCC2)c1	4	0.6	-17	0.6
79	N#Cc1c(-c2ccc(F)cc2)cc(-c2cccs2)nc1SCC(=O)Nc1ccccc1I	6	0.0	5	0.6
80	CN(C)CCCN1C(=O)C2C(C(=O)Nc3ccc(Oc4ccccc4)cc3)C3C=CC2(O3)C1C(=O)NC1CCCCC1 (stereo unspecified)	-2	0.0	2	1.0
81	O=C(c1ccc(F)cc1)n1nc(-c2cccnc2)nc1NCc1ccco1	0	-0.1	-5	-1.7
82	Cc1ccc(OC(=O)CCC(=O)NC(C)(C)C)cc1	9	0.0	-2	0.2
83	COC1C=CC(CNC(=O)c2cc3c(=O)n4ccccc4nc3n2C)(OC)O1 (stereo unspecified)	7	1.3	-15	0.1
84	Cc1n[nH]c(C)c1CCc1nc2c3ccccc3nc(NCc3ccc(F)cc3)n2n1	20	0.4	-8	0.6

In another format: entries from further up
[84] Cc1n[nH]c(C)c1CCc1nc2c3ccccc3nc(NCc3ccc(F)cc3)n2n1
  MITF inh: 20; FBW7 activator: 0.4; TEAD-YAP inh: -8; GPR151 ag: 0.6
[82] Cc1ccc(OC(=O)CCC(=O)NC(C)(C)C)cc1
  MITF inh: 9; FBW7 activator: 0.0; TEAD-YAP inh: -2; GPR151 ag: 0.2
[79] N#Cc1c(-c2ccc(F)cc2)cc(-c2cccs2)nc1SCC(=O)Nc1ccccc1I
  MITF inh: 6; FBW7 activator: 0.0; TEAD-YAP inh: 5; GPR151 ag: 0.6
[77] Cc1ccc(-c2nc3ncccc3o2)cc1NC(=S)NC(=O)c1cccs1
  MITF inh: 1; FBW7 activator: -0.2; TEAD-YAP inh: -8; GPR151 ag: -0.9

Next part.
entry	Compound	MITF inh	FBW7 activator	TEAD-YAP inh	GPR151 ag
85	COc1ccc(-n2c(SCC(=O)NCCC(C)C)nc3ccsc3c2=O)cc1	-3	0.0	-2	-0.4
86	Cc1ccc(-c2ccc(SCC(=O)Nc3nonc3C)nn2)cc1	-7	-0.1	-18	-0.8
87	Cc1nnc(Sc2cc(C(=O)N3CCOCC3)c3ccccc3n2)s1	0	-0.1	1	0.1
88	O=S(=O)(c1ccc(Cl)c(Cl)c1)N1CCc2nc3ccccc3n2CC1	2	-0.1	-5	-0.5
89	CN1CCC(=NNC(=O)COc2ccc(Cl)cc2)CC1	-10	0.0	-2	-0.4
90	CCOC(=O)c1c(NC(=O)C(Cl)Cl)sc(C(N)=O)c1C	-21	-0.1	-12	-0.4
91	CCSc1nc2ccccc2n1CC(=O)O	1	-0.1	-5	1.8
92	CCN(CC)c1ccc(C(=O)Nc2ccc3c4c(cccc24)C(=O)N3CC)cc1	-9	0.0	-4	0.6
93	Cc1c(Cl)c(C(F)(F)F)nn1CC(=O)Nc1cccc2ccccc12	14	0.1	8	0.4
94	CC1CCCN(c2ncnc3sc4c(c23)CCCC4)C1 (stereo unspecified)	12	-0.2	-1	2.4
95	CCCn1c(SCC(=O)N(CC)CC)nnc1-c1ccncc1	-1	-0.1	5	0.5
